Source: PubChem BioAssay (The Scripps Research Institute Molecular Screening Center)
SIAE primary – blocks human sialic acid acetylesterase | SIAE FP-Rh probe binding, fluorescence polarization | inhibition, % at 9.66 µM | Q9HAT2 | AID 1053197 | hit rate 0.69% among 370,000;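 active means inhibition above a cutoff: mean of compounds within the control limits plus 3 SD of those, cut at about 17% in these data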;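 further: 0% = plate median of compound wells and 100% = probe without SIAE protein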
LEDGF integ inh – blocks HIV-1 LEDGF/p75-dependent DNA integration | TR-FRET IN-LEDGF/p75 DNA integration, Eu/Cy5 | inhibition, % at 3.7 µM | hit rate 0.64% among 370,000;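 active means inhibition above the screen-wide mean plus 3 SD, cut at about 13% in these data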;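 further: signal is the Cy5 over europium emission ratio at 671 and 618 nm; 0% = plate median of compound wells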
UHRF1 MBD2 ctr – UHRF1 methyl-DNA binding inhibition; UHRF1 binding to methylated oligo, TR-FRET; inhibition, % at 4.4 µM; hit rate 0.75% among 370,000; AID 687016; in the data active means inhibition above about 21%;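 further: UHRF1 SRA domain binding a hemimethylated CpG hairpin DNA probe; 0% = median of test compound wells and 100% = reference inhibitor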
mABHD4 FP – ABHD4 (mouse) inhibition, primary FP screen; Q8VD66; purified mABHD4, FP-Rh probe fluorescence polarization; inhibition, % at 8.92 µM; hit rate 0.54% among 370,000;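 active means inhibition exceeding the mean over every tested compound plus 3 SD, cut at about 30% in these data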;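 further: 0% = plate median of compound wells and 100% = S159A mutant with DMSO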
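Assay system: Wild-type mouse ABHD4 protein | Medium: HEPES pH 7.0 buffer, 150 mM NaCl, 0.01% Pluronic F-127 | Incubation: Enzyme–compound pre-incubation 45 min, then probe 60 min, both 25 °C | Technique: Fluorescence polarization with parallel and perpendicular emission, 525/598 nm | Evaluation: % inhibition of FP-Rh probe binding versus controls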
TCR CD3 inh – blocks the human TCR-CD3 interaction; TAMRA-labeled TCR probe fluorescence, biochemical; inhibition, % at 9.4 µM; hit rate 0.37% among 360,000; AID 651800; in the data active means inhibition above about 19%;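 further: recombinant mutant TCR 2C K166C tagged with TAMRA read by polarization; 0% = receptor in buffer alone and 100% = receptor with positive control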
HTRA1 inh – HTRA1 (human) protease inhibition. recombinant HTRA1, FP-rhodamine activity-based probe, fluorescence polarization. AID 504803. hit rate 0.5% among 340,000. inhibition, % at 5.96 µM; in the data active means inhibition above about 36%;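 further: 0% = enzyme with DMSO and 100% = wells lacking enzyme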
TDP2 inh – blocks human TDP2 phosphodiesterase activity | O95551 | recombinant TDP2, T5PNP hydrolysis, p-nitrophenol absorbance 415 nm | inhibition, % at 12.8 µM | hit rate 0.34% among 370,000 | AID 720702;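 active means inhibition above the mean of all tested compounds plus 3 SD, set per campaign, cut at about 25% in these data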;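 further: 0% = DMSO with enzyme and 100% = buffer with substrate but no TDP2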
Target sequence (O95551 whole entry, looked up): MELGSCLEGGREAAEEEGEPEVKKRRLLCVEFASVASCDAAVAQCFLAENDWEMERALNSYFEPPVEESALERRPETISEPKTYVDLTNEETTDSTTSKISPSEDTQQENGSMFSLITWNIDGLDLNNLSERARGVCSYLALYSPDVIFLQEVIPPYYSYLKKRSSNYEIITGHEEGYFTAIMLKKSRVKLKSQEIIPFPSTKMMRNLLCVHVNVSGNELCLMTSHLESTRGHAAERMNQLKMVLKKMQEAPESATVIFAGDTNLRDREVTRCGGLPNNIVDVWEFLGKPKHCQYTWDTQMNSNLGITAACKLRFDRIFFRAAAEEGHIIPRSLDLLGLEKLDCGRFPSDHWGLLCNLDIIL
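test system = human TDP2 enzyme | input = TDP2 enzyme at 120 nM final | medium = 50 mM Tris-HCl pH 7.5 with Mg2+, KCl, DTT, BSA | also added = T5PNP substrate, 5 mM | times = 2 h at 37 °C | technique = epi absorbance | benchmarks = high control without enzyme, low control DMSO plus TDP2 | replication = each compound tested once, singlicate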
DDE Tn7 FP inh – DD(E)-Tn7 binding inhibition, primary FP screen | P02675 | FP displacement of FITC-Tn7 peptide from fibrin DD(E); 0% = median of compound wells per plate | inhibition, % at 8.3 µM | hit rate 0.13% among 370,000;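 active means inhibition above the mean of compounds falling within the control limits plus 3 SD of them, cut at about 14% in these data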;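 further: 0% = plate median of compound wells and 100% = 10 µM Aha-Tn7 peptide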
Target sequence (P02675 whole entry, looked up): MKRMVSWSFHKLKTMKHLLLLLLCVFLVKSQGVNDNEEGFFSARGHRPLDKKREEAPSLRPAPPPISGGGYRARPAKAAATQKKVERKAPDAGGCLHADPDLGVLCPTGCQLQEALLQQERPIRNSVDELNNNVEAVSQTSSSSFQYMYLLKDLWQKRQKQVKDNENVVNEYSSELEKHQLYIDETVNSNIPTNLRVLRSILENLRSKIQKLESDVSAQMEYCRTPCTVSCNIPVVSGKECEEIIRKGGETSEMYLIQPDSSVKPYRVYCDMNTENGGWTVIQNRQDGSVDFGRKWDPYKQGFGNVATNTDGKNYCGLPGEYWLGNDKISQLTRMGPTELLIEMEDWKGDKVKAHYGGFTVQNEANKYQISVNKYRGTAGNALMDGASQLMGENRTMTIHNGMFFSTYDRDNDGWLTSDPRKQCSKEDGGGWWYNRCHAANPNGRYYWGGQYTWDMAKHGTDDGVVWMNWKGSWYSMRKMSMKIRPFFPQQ
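Measure: % inhibition scaled between sample-field median and high-control FP; Test system: human fibrin DD(E); Quantity: 2 µM final DD(E) protein; Doses: one dose, 8.3 µM nominal; Schedule: compound with protein 10 min, then 3 h after probe, room temperature; Detection: fluorescence polarization; Medium: Tris buffer with calcium and detergent, pH 7.8.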
PRMT1 FP inh – blocks human protein arginine methyltransferase 1 | inhibition, % at 2.79 µM | Q99873 | recombinant PRMT1, activity-based probe fluorescence polarization | hit rate 1.3% among 370,000 | AID 652257;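 active means inhibition above about 21% made by adding two undisclosed values, limit read from the data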
PG9 Ab binder – small molecules binding HIV-1 gp120 antibody PG9. TR-FRET gp120-PG9 antibody binding. inhibition, % at 6.7 µM. hit rate 0.43% among 360,000; in the data active means inhibition above about 8.5%
Numbers without * were called inactive; nt = not tested or not shown.

SMILES	SIAE primary	LEDGF integ inh	UHRF1 MBD2 ctr	mABHD4 FP	TCR CD3 inh	HTRA1 inh	TDP2 inh	DDE Tn7 FP inh	PRMT1 FP inh	PG9 Ab binder
O=S(=O)(NC1CCCC1)c1ccc(S(=O)(=O)N2CCN(c3ccccc3)CC2)cc1	2	2	-2	-4	-1	-1	11	-3	-2	0.3
COc1ccc(-n2c(O)c(Cc3ccccc3)c(=O)n3nc(-c4ccccc4)c(=O)cc23)cc1	-1	5	17	10	-6	6	14	3	-1	-0.5
COC(=O)[C@]12C[C@H](CC(=O)NCc3ccc(OC)c(OC)c3)C(=O)N(Cc3ccc4c(c3)OCO4)C1=C[C@H](COCc1ccccc1)O[C@@H]2C	5	0	-4	-3	-11	nt	-2	-3	-1	-0.3
COc1ccccc1C(=O)NC(CCSC)C(=O)OCC(=O)c1ccc[nH]1 (configuration not stated)	0	0	-2	9	3	1	6	-7	2	-0.6
O=C1CCCC2=C1C(c1ccccc1)n1c(s/c(=C/c3cccc(F)c3)c1=O)=N2 (configuration not stated)	3	0	0	-2	3	-1	-2	-2	2	0.5
COC(=O)c1ccn(CSc2c(F)c(F)cc(F)c2F)n1	10	2	2	6	-1	2	4	2	-5	0.2
COc1cccc(NC(=O)c2nc3nc(C)cc(C(F)F)n3n2)c1	8	-3	-1	1	-4	5	4	8	5	-0.4
CC(=O)c1cccc(-c2ccnc3c2CC(C(=O)NCCc2ccccc2)O3)c1 (configuration not stated)	4	-4	0	-8	5	nt	10	-2	0	-0.4
COc1cccc(S(=O)(=O)N(C)C[C@H]2Oc3cc(Br)ccc3S(=O)(=O)N([C@@H](C)CO)C[C@H]2C)c1	-5	-4	0	-3	2	-18	5	-7	-3	-1.6
O=c1[nH]c(=O)n(C2OC(CO)C(O)C(O)C2O)cc1F (configuration not stated)	1	0	-1	0	10	nt	-1	-5	-1	-1.8
CC(C)Cc1nc2sc3c(c2c(=O)n1N)CC(C)(C)OC3	2	-5	-1	5	5	10	-4	5	-5	-0.5
COc1ccc2nc(NCCCO)[nH]c2c1	-1	-2	1	5	-1	0	-1	-1	0	-1.2
O=C(O)c1ccc(NC(=O)c2ccc3c(c2)C(=O)N(CC2CCCO2)C3=O)cc1 (configuration not stated)	-3	-5	4	-4	-1	8	-4	1	3	0.4
CCC(C)(C)NC(=O)c1cc(S(=O)(=O)N2CCc3ccccc32)cn1C	-4	0	3	-5	-1	7	-2	1	26*	0.5
CCN(C[C@H]1N[C@@](CC)(C(=O)OC)[C@H]2C(=O)N(Cc3ccccc3)C(=O)[C@@H]12)C(=O)COC	-2	-2	0	9	-6	-1	-3	-4	4	-1.8
CN(CC(=O)O)Cc1oc(CO)cc(=O)c1O	0	0	-1	1	-5	2	-8	-2	-1	-1.4
O=C(N[C@@H](Cc1ccccc1)C(=O)N[C@@H](Cc1ccccc1)C(=O)O)OCc1ccccc1	-2	-5	0	6	8	-6	-2	7	0	-1.1
CNC(=O)COC(=O)/C=C/c1cn(-c2ccccc2)nc1-c1ccc(C)o1	-15	-2	-3	-25	-1	-36	7	-2	11	2.2
Cc1ccccc1NC(=O)Cc1ccccc1	6	2	-2	5	6	3	-1	-4	-1	2.0
COc1ccc(Nc2cc(C)nc(NCc3ccccc3)n2)cc1	12	7	-2	18	0	nt	0	2	-6	-2.7
Cc1ccc2nc(NCCCO)nc(-c3ccccc3)c2c1	-8	-2	-1	-4	3	-10	-10	8	-4	1.8
O=C(OCC(=O)N1CCCC1)c1cc(Cl)ccc1Cl	-2	-3	3	-1	-5	0	-7	4	1	-0.1
O=C(NC1CCCC1)c1ccc(COCC(F)(F)F)o1	10	-1	0	-4	-1	-5	12	5	-2	-2.3
Cc1ccc(C(=O)/C=C/NNC(=O)c2ccccc2O)cc1	4	2	-5	10	19*	8	-1	-2	-2	-1.4
CC(=O)c1ccc2c(c1)c1ccccc1n2CC(C)C	-10	2	1	-5	-7	-46	-5	-2	1	1.6
NNc1nc2c(-c3cccc(C(F)(F)F)c3)nnn2c2ccccc12	22*	2	-3	15	2	-22	-1	-2	-3	-0.6
CC(C)C(=O)N1CCN(c2nc(-c3ccc(Cl)cc3)cs2)CC1	-1	0	3	1	-1	7	-3	3	0	-1.8
Cc1cc(C(=O)O)cc(S(=O)(=O)N2CCOCC2)c1C	0	-4	-1	-1	2	8	3	4	-1	-0.8
Cc1ccc(-c2cc(C(=O)OCC(=O)NC3CC3)c3ccccc3n2)cc1	-5	1	-2	-19	5	-30	2	-6	-1	-0.3
COc1ccc(NC(=O)N2CCCC(c3nc(-c4ccc(OC)cc4)no3)C2)cc1 (configuration not stated)	2	-1	-2	-5	2	-7	-4	-2	-2	-2.6
CC(C)CC(NC(=O)OC(C)(C)C)c1cn([C@@H](Cc2ccc(O)cc2)C(=O)N2CCN(C(=O)OC(C)(C)C)CC2)nn1 (some centres not stated)	4	1	-2	-1	6	-8	-9	-1	-1	-0.6
O=c1c2cccnc2[nH]c(=S)n1CCCN1CCN(c2ccc(F)cc2)CC1	-1	-4	0	6	1	-4	-1	4	-2	1.1
CC(C)(C)c1ccc(C(=O)O[C@H]2[C@H](Cc3ccccc3)NS(=O)(=O)[C@H]3C[C@@H]4C=C[C@]23O4)cc1	-16	4	0	-16	-2	-66	-2	3	2	-0.6
CC(C)Sc1nnc(-c2ccc(S(=O)(=O)N3CCOCC3)cc2)n1C	3	-7	0	-2	3	0	-7	4	2	1.1
COc1ccc(N(CC(=O)NCCc2ccccc2)C(=O)c2csnn2)cc1	-1	0	3	1	6	12	1	3	1	0.6
O=C(COC(=O)c1cccnc1Cl)NCCCc1ccccc1	-4	2	8	-5	1	9	5	-4	-1	-0.8
Cc1ccc(C)c(OCc2cc(C(=O)N3C[C@@H](C)O[C@@H](C)C3)no2)c1	-4	0	-1	-5	4	-3	9	3	2	-2.0
COc1ccc(CN2CCC(n3nccc3NC(=O)C3CC3)CC2)c(Cl)c1OC	3	-2	0	11	5	3	-2	-4	-1	0.1
Cc1ccccc1S(=O)(=O)Cc1ccc(C(=O)NCc2cccs2)o1	0	7	4	-7	2	-1	-20	7	-2	-2.7
CCn1nc(NS(=O)(=O)c2ccccc2)c2cc3ccccc3nc21	0	-3	1	5	6	-2	8	-8	0	-4.1
COc1cc(O)c(C(CCN2CCCC(C)C2)c2cc(OC)c(OC)c(OC)c2)c(OC)c1 (configuration not stated)	2	-1	0	0	-2	-1	-16	4	0	0.0
O=C1[C@H]2[C@@H]3CCN1CCC[C@@H]2C=C[C@@H]3c1ccc(Br)cc1	-2	1	-1	-5	-6	nt	-3	-8	-2	0.8
O=C(NCc1ccncc1)NC1CCCCC1	2	-1	2	0	6	4	6	-6	-2	0.3
COc1ccccc1C(=O)N1CCN(c2nc3cc(C)c(C)cc3cc2C#N)CC1	-4	-3	0	-7	7	-13	5	2	0	1.4
CC(=O)Nc1ccc(S(=O)(=O)N2CCC(N3CCCC3)CC2)cc1	0	-1	4	5	2	0	8	2	0	-0.9
Cc1nnsc1C(=O)NC1CCCc2c1cnn2-c1ccc(F)cc1F (configuration not stated)	-2	-4	2	-1	2	-1	-7	2	1	-1.1
Cc1ccsc1/C=N/NC(=O)Cc1ccc(Cl)cc1	-2	-4	-1	-2	2	-6	-12	6	2	-0.7
COc1ccc(/C=N/NC(=O)CCn2cnc(-c3ccccc3)c2-c2ccccc2)cc1	-6	1	-2	-5	3	-51	9	-3	2	-3.2
Cc1cccc(N/C(N)=N/c2nc(C)cc(C)n2)c1	-4	-1	3	-2	-1	-1	-11	1	-2	0.2
CCc1ccc(NC(=O)CSc2ccc(-c3ccco3)nn2)cc1	2	-1	16	-9	6	-4	-6	2	2	3.1
CCC1(CC)NC(=O)N(CC(=O)OCC(=O)Nc2ccc(C(F)(F)F)cc2)C1=O	-3	2	1	-3	-4	-3	7	6	2	1.9
C[n+]1cc[nH]c1SCC(=O)c1ccccc1	-1	-1	1	1	1	-2	-11	7	-2	0.2
CCOc1cccc(/C=N/NS(=O)(=O)c2ccc(C)c([N+](=O)[O-])c2)c1O	0	5	-3	7	6	1	-15	2	-1	-1.0
O=C(Nc1c(-c2ccccc2)[nH][nH]c1=O)c1ccco1	16	4	63*	9	-3	nt	24	2	4	-3.8
COc1ccc(OCc2cc(C(=O)NC(C)Cc3cccnc3)no2)c(Cl)c1 (configuration not stated)	6	-3	-2	-10	-9	3	0	6	1	3.0
CC(C)c1ccc(NC(=O)COc2ccc(F)cc2C(=O)c2cnn(-c3ccccc3)c2)cc1	0	-1	0	0	10	1	7	9	-1	-0.7
O=C(NCc1cccs1)c1cc(-c2ccccn2)nc2ccc(Br)cc12	-2	0	1	-1	-3	0	-3	-3	3	4.7
CC(C)(C)C(c1nc2ccccc2[nH]1)n1c(-c2ccco2)nc2ccccc21 (configuration not stated)	-3	-1	0	-1	-2	nt	2	-2	-1	-0.3
Cc1nc(NC(=O)CSc2nncs2)c(Cl)cc1Cl	-1	2	-1	3	0	4	12	10	-3	-0.4
CC(=O)c1cccc(NC(=O)c2ccc3c(Cl)c4c(nc3c2)CCCC4)c1	5	2	-2	-3	4	-10	2	-5	-4	-0.1

Single entries from the results shown.
CC(C)c1ccc(NC(=O)COc2ccc(F)cc2C(=O)c2cnn(-c3ccccc3)c2)cc1 in LEDGF integ inh is listed with -1
Cc1nc(NC(=O)CSc2nncs2)c(Cl)cc1Cl in mABHD4 FP is listed with 3

The listing continues:
SMILES	SIAE primary	LEDGF integ inh	UHRF1 MBD2 ctr	mABHD4 FP	TCR CD3 inh	HTRA1 inh	TDP2 inh	DDE Tn7 FP inh	PRMT1 FP inh	PG9 Ab binder
CC(C)NC(=O)CCn1nnc(-c2cccs2)n1	1	9	-4	1	nt	nt	-10	1	-2	nt
CCn1cc(CCCC(=O)NCc2ccc(OC)cc2)c2ccccc21	0	1	0	1	-4	-9	19	-5	0	0.1
COc1ccc(S(=O)(=O)Nc2ccc3c(c2)C(=O)N([C@H](C)CO)C[C@@H](C)[C@@H](CN(C)S(=O)(=O)c2ccc(Cl)cc2)O3)cc1	-7	-5	3	-8	0	-21	-1	4	-2	0.0
C=C(C)CNC(=S)NNC(=O)CCn1c2cc(Cl)ccc2c2ccc(Cl)cc21	-19	2	-4	-19	2	-36	-10	-1	-3	-3.3
CCN(CC)C(=O)Cn1cc(C(=O)C(=O)NCC2COc3ccccc3O2)c2ccccc21 (configuration not stated)	-2	-6	5	-2	0	-3	-8	-1	5	-0.2
